JMJD2E inh: blocks human JMJD2E demethylase activity; B2RXH2; JMJD2E catalytic domain, FDH-coupled NADH fluorescence (FDH is formaldehyde dehydrogenase); Potency, µM (titrated, usually from 57.1 µM), for the others: top-dose activity change, negative = inhibition, usual class: inhibitors; actives 1.6% (n = 230,000); AID 2147; active = well fitted inhibition curve with a large enough effect, not every such curve was filed as active; inconclusive = small, poorly fitted or top-dose-only effect, or another doubt; inactive = no such curve, though single readings can be large or run the other way;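 also: 0% = wells with enzyme and -100% = buffer wells without enzyme; nearly all actives have a fitted effect of over 50% in size; many of its hits are not listed in these tables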
GoLoco inh red: blocks human Gai1 binding to RGS12 GoLoco peptide, red readout | Gai1:RGS12 GoLoco peptide FP, rhodamine, 10 min | Potency, µM (highest dose often 61.6 µM), inactives show top-dose activity, negative = inhibition, actives largely listed as inhibitors | actives 0.44% (n = 230,000) | AID 880; active = well fitted inhibition curve with a large enough effect, not every such curve was filed as active; inactive = no such curve, though single readings can be large or run the other way; also: % is scaled to controls: 0 for no effect and ±100 for the full control effect; nearly all actives have a fitted effect of over 30% in size; many of its hits are not listed in these tables
ALDH1A1 inh: ALDH1A1 (human) enzyme inhibition. P00352. Purified ALDH1A1, NADH fluorescence, propionaldehyde substrate. Potency, µM (top dose mostly 75.3 µM), without a hit: top-dose activity, negative = inhibition, usual class: inhibitors. actives 7.3% (n = 220,000). AID 1030; active = well fitted inhibition curve with a large enough effect, not every such curve was filed as active; inconclusive = small, poorly fitted or top-dose-only effect, or another doubt; inactive = no such curve, though single readings can be large or run the other way;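 also: plate controls were no enzyme wells and a reference inhibitor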
Target sequence (P00352 whole entry, looked up): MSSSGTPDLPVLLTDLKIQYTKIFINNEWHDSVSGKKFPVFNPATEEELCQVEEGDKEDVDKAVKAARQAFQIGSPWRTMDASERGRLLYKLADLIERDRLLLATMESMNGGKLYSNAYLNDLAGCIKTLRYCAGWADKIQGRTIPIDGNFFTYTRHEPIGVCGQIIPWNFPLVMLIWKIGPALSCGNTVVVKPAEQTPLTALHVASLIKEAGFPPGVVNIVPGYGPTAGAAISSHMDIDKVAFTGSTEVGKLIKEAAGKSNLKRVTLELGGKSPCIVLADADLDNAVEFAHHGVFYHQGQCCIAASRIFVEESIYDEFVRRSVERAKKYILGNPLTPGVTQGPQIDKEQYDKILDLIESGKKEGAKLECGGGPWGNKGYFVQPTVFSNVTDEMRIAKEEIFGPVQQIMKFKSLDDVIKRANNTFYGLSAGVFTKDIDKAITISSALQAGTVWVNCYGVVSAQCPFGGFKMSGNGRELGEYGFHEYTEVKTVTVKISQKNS
SMN2 splice up: enhancers of SMN2 splice variant expression. Potency, µM (series often up to 46.1 µM), inactives show at the top dose activity change, positive = activation, actives largely listed as activators. actives 2.8% (n = 210,000). HEK293 SMN2-luciferase splicing reporter, luminescence, 30-36 h. AID 1458; also: % of control where 0% means no effect; nearly all actives have a fitted effect of over 55% in size
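HEK293 cells carry an SMN2 […]–luciferase reporter in which exon 7 inclusion puts luciferase in frame. Cells were plated 10-12 h before compound addition, then incubated 30-36 h at 37C. ONE-Glo luminescence was read; sodium butyrate at 4.5 mM final served as control.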
GAA inh: inhibitors of human lysosomal alpha-glucosidase; P10253; purified human GAA, 4-MU-alpha-glucoside fluorescence; Potency, µM (titrated, usually from 76.9 µM), for the others: at the highest dose activity change, negative = inhibition, usual class: inhibitors; actives 0.005% (n = 200,000);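 also: plate controls were uninhibited enzyme wells for no effect and no-enzyme background for full effect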
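Enzyme (4 nM final) mixed with compound (up to 77 uM), then 4-MU-alpha-D-pyranoside (400 uM final) added; 20 min at room temperature, pH 5.0. Reaction stopped at pH 10, fluorescence read, AC50 derived by Hill fit.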
GAA glycogen mod: inhibitors or activators of human alpha-glucosidase glycogen cleavage | Potency, µM (series often up to 76.4 µM), inactives show at the highest dose activity change, negative = inhibition, most hits filed as inhibitors | P10253 | actives 0.38% (n = 300,000) | recombinant GAA, glycogen substrate, Amplex Red glucose oxidase fluorescence | AID 2100;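 also: 0% = full enzyme reaction and -100% = no-enzyme basal signal; the screen sought inhibitors and activators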
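Natural-substrate format: glycogen cleavage by 4 nM human enzyme, glucose read by Amplex Red coupling (Ex 573, Em 610 nm). Normalized to enzyme and no-enzyme controls.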
GLA spleen mod: inhibitors or activators of human alpha-galactosidase in spleen homogenate | Potency, µM (top dose mostly 80 µM), for inactives: at the top dose activity change, negative = inhibition, usual class: inhibitors | human spleen homogenate, 4MU-alpha-Gal fluorescence, 40 min | AID 2107 | actives 0.008% (n = 240,000);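 also: 0% = enzyme with vehicle and -100% = no enzyme basal signal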
Target sequence (P06280 32-429 limits assumed): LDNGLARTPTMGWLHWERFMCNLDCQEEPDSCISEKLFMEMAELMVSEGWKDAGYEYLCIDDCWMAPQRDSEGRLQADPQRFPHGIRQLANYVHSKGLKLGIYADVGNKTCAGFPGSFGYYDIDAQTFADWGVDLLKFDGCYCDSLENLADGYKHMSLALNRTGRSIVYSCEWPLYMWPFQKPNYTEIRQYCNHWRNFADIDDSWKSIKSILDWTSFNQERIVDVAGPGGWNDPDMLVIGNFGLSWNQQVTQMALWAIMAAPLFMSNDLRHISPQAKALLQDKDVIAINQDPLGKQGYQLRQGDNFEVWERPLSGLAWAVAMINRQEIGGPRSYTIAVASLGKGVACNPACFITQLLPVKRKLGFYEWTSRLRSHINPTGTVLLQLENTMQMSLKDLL
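Fluorogenic readout (Ex 365/Em 440 nm) of 4-methylumbelliferone released from 1 mM 4-MU-alpha-galactoside by spleen homogenate, 40 min at 37C, pH 5.0. Data normalized to no-enzyme and enzyme controls; Hill-equation AC50 from compound titrations.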
aGlu spleen mod: inhibits or activates alpha-glucosidase in human spleen homogenate; P10253; human spleen homogenate, 4-MU-alpha-glucoside fluorescence; Potency, µM (titrated, usually from 79.9 µM), for inactives: at the highest dose activity change, negative = inhibition, hits mostly inhibitors; actives 0.006% (n = 240,000); AID 2112;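 also: 0% = enzyme with vehicle and -100% = no enzyme basal signal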
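Compounds were titrated against alpha-glucosidase in spleen homogenate at pH 5.0, with 1 mM 4-methylumbelliferyl substrate for 40 min at 37 C. Reactions were quenched with pH 10 NaOH/glycine and fluorescence measured.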
Active calls of the source: *; ? = inconclusive; . = not tested or not shown; [ ] = remark or other dose. Unless noted, calls follow the shape of the dose curve; as a rule, active = well fitted curve in the direction sought with a large enough effect; inconclusive = small, poorly fitted or top-dose-only effect, or another doubt; inactive = no such curve, though single readings can be large; an effect the other way counts as inactive or inconclusive. Potency is read from the fitted curve at half-maximal effect. Not all compounds are listed. The share of hits here may be higher or lower than overall.

Second line of a record – JMJD2E inh | GoLoco inh red | ALDH1A1 inh | SMN2 splice up | GAA inh | GAA glycogen mod | GLA spleen mod | aGlu spleen mod
- COC(=O)c1cc(C#N)c(SCc2ccccc2)nc1C
→ 1% | -2% | ? | -11% | -4% | -2% | -5% | -6%
- COc1cc(NC(=O)CCN2CCN(Cc3ccccc3)CC2)cc(OC)c1
→ -2% | 5% | 11µM* | -1% | -5% | -7% | 5% | 5%
- Cc1ccc2nc(N(CCCN(C)C)C(=O)c3ccc4c(c3)CCCC4)sc2c1
→ -6% | 3% | -14% | -15% | -3% | 16% | -1% | -3%
- CN(C)S(=O)(=O)c1cc(C(=O)NCCCn2ccc3ccccc32)ccc1Cl
→ -9% | 10% | ? | -13% | -13% | -10% | 1% | 1%
- COc1cc(C2C(C#N)=C(N)Oc3c2ccc2ccccc32)ccc1OCC(=O)Nc1cccc(C)c1 (configuration not stated)
→ -11% | 14% | -1% | -29% | -3% | ? | -9% | -1%
- C=CCNC(=O)/C(C#N)=C/c1ccc(C)o1
→ -13% | 8% | -14% | 0% | -5% | 2% | -15% | 4%
- CC(C)[C@@H](CC(=O)N[C@@H]1CCCC[C@H]1C(=O)N[C@H](CC(=O)N[C@@H](CCC(=O)O)CC(=O)O)Cc1ccccc1)NC(=O)C[C@H](Cc1c[nH]c2ccccc12)NC(=O)[C@@H]1CCCC[C@H]1N
→ -22% | -36% | ? | -3% | . | . | -1% | 2%
- CCCCNC(=O)CC1SC(=NCC)N(CC)C1=O (configuration not stated)
→ -2% | -6% | -7% | -1% | ? | -10% | 10% | -1%
- Nc1nnn(CC(=O)N/N=C/c2ccncc2)n1
→ 4% | -3% | . | . | . | 10% | 27% | 10%
- Cc1ccc(NC(=O)CSc2nnc(C3CC3)n2N)cc1S(=O)(=O)N1CCOCC1
→ -5% | 1% | 9% | -41% | -1% | -5% | 5% | 0%
- CCC(C)n1[nH]c(=O)cc1N (configuration not stated)
→ -5% | 10% | 6% | -4% | -1% | -12% | 11% | 7%
- O=P(Cc1cccc[n+]1[O-])(c1ccccc1)c1ccccc1
→ -1% | -9% | ? | -3% | -1% | -4% | 4% | -15%
- C[C@H](NC(=O)c1nc[nH]c1C(=O)NCCCCCNC(=O)OC(C)(C)C)C(=O)OC(C)(C)C
→ -15% | -10% | -3% | . | . | 5% | -14% | -8%
- C/C(O)=c1/cnc2nc3ccccc3n2c1=O
→ ? | -7% | ? | 11% | 7% | 0% | 0% | 1%
- COc1cc([C@@H]2c3cc4c(cc3[C@@H](NC3CCN(Cc5ccccc5)CC3)[C@H]3COC(=O)[C@H]23)OCO4)cc(OC)c1O
→ ? | -9% | . | . | . | -11% | -1% | ?
- O=C(O)c1cccc(NC(=O)C2C3C=CC(C3)C2C(=O)OCC(F)(F)C(F)F)c1 (configuration not stated)
→ 4% | 0% | 4% | -7% | -1% | -2% | -8% | 0%
- Cc1nnc(N2CCc3ccccc3C2)[nH]c1=O
→ 0% | 8% | -2% | -20% | -7% | -3% | -2% | -8%
- O=C(NCCc1ccccc1)c1cccc([N+](=O)[O-])c1
→ 5% | -8% | ? | 11µM* | 6% | 3% | -3% | -5%
- O=C(c1ccco1)N1CCN(S(=O)(=O)c2cccc(C(F)(F)F)c2)CC1
→ 1% | -6% | 0% | -1% | ? | -14% | 5% | 2%
- CCOC(=O)C(=O)Nc1ccccc1C(=O)Nc1ccc(OC)cc1
→ ? | -5% | ? | -3% | -3% | -4% | 4% | 0%
- COC(=O)c1cn(Cc2cccc(C)c2)nn1
→ 0% | -1% | 10% | -4% | -15% | 5% | 7% | 4%
- O=C(Nc1ccc(OCC(=O)N2CCOCC2)cc1)c1cncc(Br)c1
→ -6% | -3% | 2% | -8% | -12% | 4% | 2% | -2%
- CSc1nc2n(n1)C(C)C1=C(CCCC1=O)N2 (configuration not stated)
→ ? | -4% | -9% | 7% | ? | 12% | 26% | 8%
- Cc1cccc(-n2c(C)nc3sccc3c2=O)c1
→ 12% | -10% | 1% | 3% | -1% | 7% | 1% | 0%
- O=S(=O)(c1ccccc1)N(CC(O)Cn1c2ccccc2c2ccccc21)c1ccccc1 (configuration not stated)
→ ? | -5% | 3% | -14% | ? | -4% | -6% | -5%
- N#CCSc1nc2sc3c(c2c(=O)n1C1CCCCC1)CCCC3
→ -10% | 2% | ? | -9% | 3% | 1% | -16% | 0%
- COc1ccc(C2NC(c3ccc(OC)cc3)C([N+](=O)[O-])C(C)(C)C2[N+](=O)[O-])cc1 (configuration not stated)
→ -1% | -10% | 2% | . | ? | 6% | 2% | 4%
- CNC(=O)/C(C#N)=C/c1cn(CC(=O)OC)c2ccccc12
→ -10% | 5% | -4% | . | -4%[15.4 µM] | 6% | -8% | -10%
- Cn1nnc(NC(=O)CSc2ncn[nH]2)n1
→ -3% | 8% | 4% | 10% | -2% | 6% | -1% | 0%
- N#CCC(=O)NCCCc1ccccc1
→ -6% | 7% | 4% | 16% | 3% | 12% | 4% | 1%
- Cc1ccc2nc(SCC(=O)NCC3CCCO3)c(C#N)cc2c1 (configuration not stated)
→ ? | 13% | 5% | -5% | -1% | 0% | -4% | -11%
- COC(=O)c1cc(OC)c(OC)cc1NC(=O)CN1CCCCC1
→ 1% | 3% | 1% | 16% | -6% | 0% | -6% | -16%
- Cn1c(=O)c2c(ncn2CC(=O)N/N=C/C=C/c2ccccc2)n(C)c1=O
→ 4% | . | 4% | . | 2% | -4% | -1% | -6%
- COc1ccc(Cl)cc1NC(=O)CSc1nncn1-c1cccnc1
→ -2% | 0% | ? | -9% | -8% | 3% | -5% | -7%
- Cc1ccc2oc3c(c(=O)c2c1)C(c1ccc(F)cc1)N(CCCN1CCOCC1)C3=O (configuration not stated)
→ ? | -4% | 3.5µM* | 15% | -12% | -29% | 5% | 4%
- O=[N+]([O-])c1cccc(-c2c[n+]3c(n2-c2ccccc2)SCC3)c1
→ -1% | 4% | 15% | 2% | 7% | 4% | -1% | -19%
- Cc1nc2ccccc2n2c(-c3ccccc3)c3c(=O)n(C)c(=O)n(C)c3c12
→ ? | 7% | ? | 21% | -2% | -13% | 1% | 2%
- CCOC(=O)Cn1ccc(O)c(Cc2ccc(Cl)cc2Cl)c1=O
→ 4% | 8% | 12% | -10% | 1% | -2% | -2% | -3%
- CCOC(=O)C1(CCc2ccccc2)CCN(C(=O)C2CCOCC2)CC1
→ 7% | -3% | 7% | . | . | -1% | -2% | -5%
- Cc1ccc(C)c(C(=O)c2c(C)nc3sccn23)c1
→ -4% | -3% | -2% | -15% | -9% | -8% | 8% | -15%
- O=C(Cc1ccc(F)cc1)N(c1ccc(F)cc1)C1C=CS(=O)(=O)C1 (configuration not stated)
→ 1% | 3% | 13% | 1% | -4% | -3% | 4% | -1%
- N#Cc1c(N)nc2c(c1-c1cccc(O)c1)CCCCCC2
→ ? | 7% | ? | 7% | 3% | 3% | 2% | -3%
- CCOC(=O)Nc1nnc(Cc2ccc(Cl)c(Cl)c2)s1
→ 2% | -18% | 0% | -13% | -3% | 18% | -5% | -2%
- Cc1ccc2nsnc2c1S(=O)(=O)N(Cc1cc2cccc(C)c2[nH]c1=O)CC1CCCO1 (configuration not stated)
→ 0% | 11% | -1% | -6% | -6% | 3% | 3% | 1%
- NC(=O)c1cc2ccccc2oc1=NCc1ccccc1
→ 3% | 0% | -6% | -17% | -2% | -3% | 13% | 6%
- COc1ccc(S(=O)(=O)N[C@@H](C)C(=O)OCC(=O)Nc2cc3oc4ccccc4c3cc2OC)cc1
→ ? | -1% | ? | ? | -4% | 1% | -2% | -2%
- C#CCn1cc(/C=N/NC(=O)c2cc3ccccc3o2)c2ccccc21
→ 94%[activator] | 11% | ? | 7% | -20% | 5% | -5% | 2%
- CCCCC(=O)Nc1ccc2c(c1)nc1n2CCN(CCOC)C1
→ ? | 14% | . | . | . | 5% | 3% | -8%
- Cn1cc(Cl)c(C(=O)NNC(=S)Nc2cccc(Cl)c2)n1
→ ? | 8% | ? | -3% | 1% | ? | 1% | -2%

Of the compounds above, 10 have a halogen:
Second line of a record – JMJD2E inh | GoLoco inh red | ALDH1A1 inh | SMN2 splice up | GAA inh | GAA glycogen mod | GLA spleen mod | aGlu spleen mod
- CN(C)S(=O)(=O)c1cc(C(=O)NCCCn2ccc3ccccc32)ccc1Cl
→ -9% | 10% | ? | -13% | -13% | -10% | 1% | 1%
- O=C(O)c1cccc(NC(=O)C2C3C=CC(C3)C2C(=O)OCC(F)(F)C(F)F)c1 (configuration not stated)
→ 4% | 0% | 4% | -7% | -1% | -2% | -8% | 0%
- O=C(c1ccco1)N1CCN(S(=O)(=O)c2cccc(C(F)(F)F)c2)CC1
→ 1% | -6% | 0% | -1% | ? | -14% | 5% | 2%
- O=C(Nc1ccc(OCC(=O)N2CCOCC2)cc1)c1cncc(Br)c1
→ -6% | -3% | 2% | -8% | -12% | 4% | 2% | -2%
- COc1ccc(Cl)cc1NC(=O)CSc1nncn1-c1cccnc1
→ -2% | 0% | ? | -9% | -8% | 3% | -5% | -7%
- Cc1ccc2oc3c(c(=O)c2c1)C(c1ccc(F)cc1)N(CCCN1CCOCC1)C3=O (configuration not stated)
→ ? | -4% | 3.5µM* | 15% | -12% | -29% | 5% | 4%
- CCOC(=O)Cn1ccc(O)c(Cc2ccc(Cl)cc2Cl)c1=O
→ 4% | 8% | 12% | -10% | 1% | -2% | -2% | -3%
- O=C(Cc1ccc(F)cc1)N(c1ccc(F)cc1)C1C=CS(=O)(=O)C1 (configuration not stated)
→ 1% | 3% | 13% | 1% | -4% | -3% | 4% | -1%
- CCOC(=O)Nc1nnc(Cc2ccc(Cl)c(Cl)c2)s1
→ 2% | -18% | 0% | -13% | -3% | 18% | -5% | -2%
- Cn1cc(Cl)c(C(=O)NNC(=S)Nc2cccc(Cl)c2)n1
→ ? | 8% | ? | -3% | 1% | ? | 1% | -2%
